Source: PubChem
IP6K1 inhibitor – inhibitors of human IP6K1; Q92551; AID 1645851; activity change, % (series mostly up to about 58 µM); hit rate 0.81% among 140,000; IP6K1 kinase, ADP-Glo luminescence, 2 h; hits give low values; in the data active means activity change below about -25%
Target sequence (Q92551 whole entry, looked up): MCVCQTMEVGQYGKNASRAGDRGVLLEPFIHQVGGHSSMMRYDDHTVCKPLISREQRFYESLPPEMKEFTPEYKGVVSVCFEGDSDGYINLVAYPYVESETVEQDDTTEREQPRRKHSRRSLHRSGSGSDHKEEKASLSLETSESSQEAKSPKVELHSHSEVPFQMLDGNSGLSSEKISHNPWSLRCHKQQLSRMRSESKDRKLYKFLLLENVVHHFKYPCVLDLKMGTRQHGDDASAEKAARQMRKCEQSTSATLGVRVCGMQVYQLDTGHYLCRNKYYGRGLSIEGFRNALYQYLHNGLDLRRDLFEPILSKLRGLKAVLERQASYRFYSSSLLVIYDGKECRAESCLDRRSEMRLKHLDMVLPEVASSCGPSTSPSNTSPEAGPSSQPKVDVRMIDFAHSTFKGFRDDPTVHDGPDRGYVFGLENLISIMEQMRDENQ
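ADP-Glo luminescence measures ADP made by human IP6K1 during a 2 h RT reaction with ATP/IP6 (mix at 1.3 mM/130 uM); top library doses 57.5 and 19.1 uM final.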
NIH3T3 tox – cytotoxic compounds in NIH 3T3 cells; NIH 3T3 viability, CellTiter-Glo ATP luminescence, 48-72 h; Potency, µM (titrated, usually from 96.7 µM), for the others: at the top dose activity change, negative = cytotoxicity, actives largely listed as inhibitors; hit rate 4.3% among 94,000; further: potency means the concentration at half of the fitted maximal effect; nearly all actives have a fitted effect of over 55% in size
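Cytotoxicity is measured as loss of cellular ATP: NIH 3T3 cells (400/well) are exposed to compound for 48 or 72 hr at 37 °C, then CellTiter-Glo luminescence is imaged after 10 min at room temperature.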
GPT2 inhibitor – blocks human glutamate pyruvate transaminase 2. Q8TD30. Recombinant GPT2, coupled pyruvate oxidase/HRP Amplex Red fluorescence. Potency, µM (doses to about 57.7 µM), inactives show at the highest dose activity change, negative = inhibition, usual class: inhibitors. hit rate 0.25% among 100,000. AID 1671188; further: potency means the concentration at half of the fitted maximal effect; nearly all actives have a fitted effect of over 60% in size; many of its hits are not listed in these tables
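Inhibition is scored from Amplex Red fluorescence generated when pyruvate oxidase and HRP act on pyruvate released by GPT2. Reactions contain 10ng/uL enzyme, 250uM a-KG and 2mM L-alanine and run 30 min at room temperature.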
SNCA viab count – cell viability loss counter-screen | Potency, µM (top dose mostly 57.1 µM), inactives show top-dose activity change, negative = cytotoxicity, most hits filed as cytotoxic | hit rate 0.12% among 150,000 | HEK-293-SNCA-luc viability, GF-AFC fluorescence, 24 h | AID 1671193;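 further: potency means the concentration at half of the fitted maximal effect; 0% = DMSO-treated cells and -100% = medium-only wells without cells; nearly all actives have a fitted effect of over 30% in size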
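HEK-293-SNCA-luc cells (1500/well) plated 24 h, then exposed 24 h to a dilution series; GF-AFC added 30 min at 37C, fluorescence 405/540 nm; normalised to medium-only and DMSO wells, Hill fit.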
Luciferase inh – inhibitors of firefly (Photinus pyralis) luciferase | P08659 | AID 1347043 | hit rate 2.5% among 76,000 | Potency, µM (series often up to 115 µM), inactives show at the highest dose activity change, negative = inhibition, actives largely listed as inhibitors | purified P. pyralis luciferase, luminescence, biochemical; further: potency means the concentration at half of the fitted maximal effect; nearly all actives have a fitted effect of over 65% in size
Target sequence (P08659 whole entry, looked up): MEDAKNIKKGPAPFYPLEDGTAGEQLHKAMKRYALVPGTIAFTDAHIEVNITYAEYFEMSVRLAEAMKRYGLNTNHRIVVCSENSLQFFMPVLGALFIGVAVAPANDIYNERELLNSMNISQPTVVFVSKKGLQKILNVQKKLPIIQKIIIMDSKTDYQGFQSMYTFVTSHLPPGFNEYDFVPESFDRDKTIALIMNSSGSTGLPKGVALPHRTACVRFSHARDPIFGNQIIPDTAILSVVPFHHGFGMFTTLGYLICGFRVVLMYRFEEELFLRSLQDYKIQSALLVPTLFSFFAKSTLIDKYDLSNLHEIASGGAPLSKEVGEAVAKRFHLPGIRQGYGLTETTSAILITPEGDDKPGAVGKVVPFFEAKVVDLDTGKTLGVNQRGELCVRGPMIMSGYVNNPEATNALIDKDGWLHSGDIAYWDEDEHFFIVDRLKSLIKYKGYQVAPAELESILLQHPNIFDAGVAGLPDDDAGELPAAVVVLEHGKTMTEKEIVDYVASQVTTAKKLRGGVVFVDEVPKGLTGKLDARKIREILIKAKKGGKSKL
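Luminescence read by CCD imager after adding enzyme (10nM final) to wells holding compound, titrated in qHTS. Substrates 10uM each D-luciferin and ATP; buffer 50mM Tris acetate pH 7.5, 10mM Mg acetate, Tween-20, BSA.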
SNCA expr inhib – inhibitors of alpha-synuclein (SNCA) gene expression; hit rate 0.17% among 140,000; HEK-293 SNCA-luciferase knock-in, luminescence, 24 h; Potency, µM (highest dose often 57.2 µM), without a hit: top-dose activity change, negative = inhibition, actives largely listed as inhibitors;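 further: potency means the concentration at half of the fitted maximal effect; plate controls were DMSO cells for no effect and cell-free wells for full effect; nearly all actives have a fitted effect of over 45% in size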
HEK cytotox – cytotoxic compounds in HEK 293 cells; HEK 293 viability, ATP luminescence (CellTiter-Glo), 48-72 h; hit rate 6.6% among 94,000; Potency, µM (series often up to 115 µM), without a hit: at the top dose activity change, negative = cytotoxicity, most hits filed as inhibitors; further: potency means the concentration at half of the fitted maximal effect; nearly all actives have a fitted effect of over 60% in size
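CellTiter-Glo luminescence (cellular ATP) was read after 48 or 72 hr of compound exposure at 37 degree Celsius. Cells were HEK 293 plated at 250 cells/well.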
* = called active by the depositor; i = inactive; u = inconclusive; x = not tested or not shown; & = joins results of further samples; [ ] = remark or other dose. Unless noted, the call rests on the fitted dose curve; in most records, active means well fitted curve in the direction sought with a large enough effect; inconclusive means small, poorly fitted or top-dose-only effect, or another doubt; inactive means no such curve, though single readings can be large; an effect the other way counts as inactive or inconclusive. Unless noted, on the % scale 0 is the no-effect control and ±100 the full control effect. The list is partial (hit frequency here may not be typical).

structure	Luciferase inh	HEK cytotox	GPT2 inhibitor	IP6K1 inhibitor	SNCA expr inhib	SNCA viab count	NIH3T3 tox
O=C(COc1ccc(F)cc1)Nc1nnc(S(=O)(=O)N2CCc3ccccc32)s1	x	x	x	3	-22%	24%	x
COc1ccc(S(=O)(=O)c2cnc(SCC(=O)Nc3cc(F)ccc3C)[nH]c2=O)cc1Cl	x	x	x	8	13%	4%	x
COCCN1C(=O)CS(=O)(=O)C12CCN(C(=O)C1CC1)CC2	-13%	-28%	i	2	-15%	6%	-8%
COCCN1C(=O)c2cccn2CC1CNC(=O)c1n[nH]c(=O)c2ccccc12 (stereo not given)	4%	-8%	i	-1	42%[activator]	1%	i
CCCCCCc1cc2cc(-c3nnc(-c4ccc(C)cc4)o3)c(=O)oc2cc1O	x	x	x	5	4%	u	x
O=Cc1ccccc1-c1cncc(C(=O)O)c1	x	-5%[172 µM]	0%[88.5 µM]	-10	-3%[87.6 µM]	3%[87.6 µM]	-9%[138 µM]
COc1ccc(CN2CC(O)CN([S+](=O)([O-])c3ccc(C)cc3)CC2=O)cc1 (stereo not given)	x	-27%	x	9	x	x	u
CCN(CC)CCNC(=O)c1cc2c(=O)[nH]c3ccc(C)cc3c2s1	x	x	x	-17	11%	u	x
CS(=O)(=O)Nc1ccc(C2(C(=O)NC3CCCCCC3)CCCCC2)cc1	-8%	u	i	18	-7%	-12%	-28%
O=C(NCc1cccc(Br)c1)C1CCN(C(=O)c2sccc2-n2cccc2)CC1	x	x	x	20	-1%	1%	x
O=C(c1cccnc1)N1CCCCCC1c1nnc(-c2ccccc2)o1 (stereo not given)	x	-16%	i	-1	66%[activator]	-1%	-17%
Cc1ccc(NC(=O)CN2C(=O)COc3ccc(S(=O)(=O)N4CCCCC4)cc32)cc1N(C)C	x	x	x	2	8%	-18%	x

The results go on:
structure	Luciferase inh	HEK cytotox	GPT2 inhibitor	IP6K1 inhibitor	SNCA expr inhib	SNCA viab count	NIH3T3 tox
O=C(Nc1ccc2c(N3CCCCC3)ncnc2c1)c1ccccc1C(F)(F)F	-6%	-126%	i	15	-1%	-15%	u
CCOc1ccccc1CNc1ncnc2onc(-c3ccc(F)cc3)c12	x	x	x	23	-10%	3%	x
Cc1ccc(CN2CCC(N3C(=O)c4c(c(C)nn4-c4ccccc4)C3C3CC3)CC2)cc1 (stereo not given)	x	i	x	-5	x	x	-4%
CCN1CCN(C(=O)C2CCCCN2Cc2ccc(-c3cc(F)ccc3OC)cc2)CC1 (stereo not given)	x	u	x	4	x	x	35µM*
COc1ccc(CC(=O)N2CCOC[C@H](Oc3ccc(OC)cc3)C2)cc1	4%[172 µM]	-11%[172 µM]	-6%[88.5 µM]	5	-6%[87.6 µM]	-1%[87.6 µM]	-26%[138 µM]
CC(=O)N1C[C@@H]2C[C@H]1C(=O)N(Cc1ccc(OC(F)(F)F)cc1)c1ccccc1O2	-7%[172 µM]	-11%[172 µM]	3%[88.5 µM]	8	-24%[87.6 µM]	-6%[87.6 µM]	-24%[138 µM]
c1cc(OC2CCCCC2)ncc1-c1noc([C@@H]2CCCN2C2CCOCC2)n1	u	u	-5%[88.5 µM]	-13	6%[87.6 µM]	4%[87.6 µM]	-19%[138 µM]
CCCN(CC1CCOC1)S(=O)(=O)c1ccccc1F (stereo not given)	-5%	-4%	2%	-8	-13%	-3%	-12%
CCN(CC)Cc1cnc2c(C(=O)NC(C)(C)CO)cnn2c1	-1%	-10%	i	-3	9%	-11%	-13%
O=C(NC1CCCc2ccccc21)c1ccc2c(c1)sc1nc(-c3ccccc3)cn12 (stereo not given)	x	x	x	12	123%[activator]	6%	x
Cc1ccccc1CC(=O)N1CCC(N2CCCC(C(=O)NC3CC3)C2)CC1 (stereo not given)	0%	1%	i	6	31%[activator]	3%	-13%
Cc1ncsc1CN1CCCCCCNC(=O)[C@@H]2C[C@@H](C(=O)N3CCc4ccccc4C3)C[C@@H]21	-6%	89µM*	2%	7	17%	-9%	-19%

The list goes on.
structure	Luciferase inh	HEK cytotox	GPT2 inhibitor	IP6K1 inhibitor	SNCA expr inhib	SNCA viab count	NIH3T3 tox
Cc1cc(C)cc(C(=O)N2CCN(C3CCN(Cc4cccnc4)C3=O)CC2)c1 (stereo not given)	-1%	-18%	i	2	-7%	-8%	-9%
O=C1NC(C(=O)NCC2CCN(Cc3ccc(F)cc3)CC2)Cn2cccc21 (stereo not given)	0%	2%	2%	3	-17%	0%	i
O=C(NC1CCCCC1)C1CCCN(c2nccc(Nc3ccccc3F)n2)C1 (stereo not given)	x	u	-8%	-2	-35%	-3%[12.5 µM]	14µM*
Cc1nc(C)c(C(=O)N2CC[C@H](CO)[C@H](NC(=O)C3CC3)C2)s1	u	-23%	-3%	34	74%[activator]	3%[12.5 µM]	-20%
COc1ccc(CN2C=C(C(=O)OCc3noc(C4CCCCC4)n3)C(C)=NS2(=O)=O)cc1	u	u	-1%	-12	u	-10%	u
Cc1ccc(CNC(=O)C2CCN(S(=O)(=O)c3ccc4c(c3)oc(=O)n4C)CC2)cc1	x	x	x	-19	6%	14%	x
COc1cc2c(cc1OC)C(COc1ccc(F)cc1)N(C(=O)Cc1ccccc1)CC2 (stereo not given)	x	x	x	13	6%	-18%	x
O=C1CC2CCN([S+](=O)([O-])C3CCCC3)CC2CCN1 (stereo not given)	x	i	-1%	-17	-3%	-7%	i
CC1=C(C(=O)Nc2cccc(C)c2C)C2(CCCCC2)OC1=O	x	x	x	3	20%	9%	x
Cc1cc(C)n2c(Nc3ccc(C(C)C)cc3)c(-c3ccsc3)nc2n1	x	x	x	21	-7%	-2%	x
Cc1nn(-c2ccc(C(F)(F)F)cc2)c(C)c1[C@@H]1C=C[C@@H](NC(=O)COc2ccccc2)C1	-21%	u	-4%	-2	66%[activator]	-17%	u
Cc1nc(-c2cccc(F)c2)sc1CCNC(=O)C(=O)Nc1ccc2c(c1)OCCO2	x	x	x	26	2%	u	x

Further entries:
structure	Luciferase inh	HEK cytotox	GPT2 inhibitor	IP6K1 inhibitor	SNCA expr inhib	SNCA viab count	NIH3T3 tox
COc1cc(F)cc(-c2ncc3c(n2)OCCN(c2cccc(C(F)(F)F)c2)C3=O)c1	3.2µM*	-14%[172 µM]	2%[88.5 µM]	28	31%[activator][87.6 µM]	-12%[87.6 µM]	u
O=C(NCc1ccc2c(c1)CCN2C(=O)c1ccccc1)c1ccccc1	x	x	x	-14	25%	4%	x
COc1ccc(N2CCN(CCCNC(=O)c3cc(Nc4ccccc4OC)nc4ccccc34)CC2)cc1	x	x	x	-14	-3%	4%	x
O=C1NCc2ccccc2CC12CCN(Cc1ccc(Br)cn1)CC2	x	-16%	i	-3	1%	-11%	-4%
Cc1ccc2oc(=O)c3cnn(CC(=O)Nc4cccc(C(F)(F)F)c4)c3c2c1	x	x	x	3	-6%	2%	x
COC(=O)CC1CCN(C(=O)C2CC(=O)N(c3n[nH]c4cccc(F)c34)C2)CC1 (stereo not given)	2%	4%	i	-3	8%	2%	-9%
CC(C)(O[C@@H]1O[C@H](CO)[C@@H](O)[C@H](O)[C@H]1O)C(OC(=O)/C=C\c1ccc(O)cc1)C(=O)OCc1ccc(O[C@@H]2O[C@H](CO)[C@@H](O)[C@H](O)[C@H]2O)cc1 (stereo not given in full)	x	x	-2%[17.1 µM]	4	x	2%[23.9 µM]	x
COc1ccccc1CCN1CCC(CN(C)Cc2n[nH]c(C)n2)CC1	4%	-2%	-5%	6	29%	-1%	2%
COc1ccc(CN2CC(c3nc(Cc4cccnc4)no3)C2)c(OC)c1	8%	u	-9%	-13	u	u	16µM*
CN(C)Cc1cccc(N=C(c2ccccc2)c2c(O)[nH]c3cc(C(=O)N(C)C)ccc23)c1	x	x	i	x	u	-34%	x
COc1ccc(N2CCN(C(=O)Cn3nc(C)c4sc(C(C)C)nc4c3=O)CC2)cc1	-1%	-2%	5%	6	u	5%	-9%
O=C1C2CN(Cc3cc(F)ccc3F)CCC2OCCN1CCc1ccccc1 (stereo not given)	3%[172 µM]	u	-16%[88.5 µM]	-4	-15%[87.6 µM]	-9%[87.6 µM]	-24%[138 µM]

Molecules shown so far that contain two or more sulfur atoms, in the order listed:
structure	Luciferase inh	HEK cytotox	GPT2 inhibitor	IP6K1 inhibitor	SNCA expr inhib	SNCA viab count	NIH3T3 tox
O=C(COc1ccc(F)cc1)Nc1nnc(S(=O)(=O)N2CCc3ccccc32)s1	x	x	x	3	-22%	24%	x
COc1ccc(S(=O)(=O)c2cnc(SCC(=O)Nc3cc(F)ccc3C)[nH]c2=O)cc1Cl	x	x	x	8	13%	4%	x

The list continues.
structure	Luciferase inh	HEK cytotox	GPT2 inhibitor	IP6K1 inhibitor	SNCA expr inhib	SNCA viab count	NIH3T3 tox
O=C(c1ccc(Cl)nc1)N1CCN(CCn2nc3n(c2=O)CCCC3)CC1	x	0%	x	-13	x	x	i
O=C(CNC(=O)c1ccc(-c2cnc3ccccc3c2)cc1)NCCC1CCCCC1	x	-8%	i	1	4%	-6%	-28%
CC(C)Oc1ccc2c(NC(=O)CCn3cncn3)nn(Cc3ccccc3)c2c1	-2%	-26%	1%	-12	4%	-2%	-12%
O=C(c1ccc2c(c1)[nH]c(=O)n2C1CCC(O)CC1)N1CC[C@H]2CNC[C@H]21 (stereo not given in full)	9%	0%	-4%	29	-25%	-3%	-1%
O=C(CCc1c[nH]c2ccccc12)N1CCC2(CC1)CC(CO)N(C(=O)c1ccccc1)C2 (stereo not given)	-16%	-27%	0%	-11	15%	u	u
CNC(=O)c1cc(C2CC2)nc2onc(C3CCN(C(=O)c4ccccc4Cl)CC3)c12	x	u	x	-12	x	x	-28%
Cn1ccnc1CNCC1(CO)C[C@@H](O)[C@@H](O)C1 (stereo not given in full)	-1%[172 µM]	1%[172 µM]	-17%[88.5 µM]	-3	2%[87.6 µM]	-1%[87.6 µM]	i
Cc1ccccc1-c1cnc2[nH]cc(CC(=O)Nc3cccnc3)c2c1	8%[172 µM]	u	-7%[88.5 µM]	-10	-3%[87.6 µM]	u	u
COc1ccc(/C=C/C(=O)Nc2nc(-c3cccs3)ns2)cc1OC	x	x	x	-7	-2%	10%	x
CCCS(=O)(=O)c1ncc(Cl)c(C(=O)N2CCN(c3ccc(OC)cc3)CC2)n1	x	x	x	5	u	u	x
O=C(c1cn[nH]c1)N1CC2(CN(Cc3cccc(Cl)c3)CC2COc2ccccc2)C1 (stereo not given)	-5%[172 µM]	u	-1%[88.5 µM]	-5	u	-12%[87.6 µM]	79µM*
CCOc1ccc(Nc2nc3c(S(=O)(=O)c4ccc(C(C)C)cc4)nnn3c3ccsc23)cc1	x	x	x	-6	3%	-13%	x
COc1ccc(-c2ccc3nnc(CNC(=O)c4sccc4C)n3n2)cc1	4%	-9%	-30%	-11	50%[activator]	1%	-25%
O=C(c1ccc(Cl)nc1)N1CCC(N2CCCNC2=O)CC1	-3%&7%[172 µM]	-4%&-23%[172 µM]	i	-2&14	31%&-5%[activator][87.6 µM]	u	-21%[138 µM]
